# E coli WT inh: blocks growth of wild type E. coli BW25113 | E. coli BW25113 growth inhibition, OD600 | inhibition, % at 10 µM | actives 0.05% (n = 20,000); in the data active means inhibition above about 40%;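 further: bacteria exposed to compound for 20 hours at 37 °C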
#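 Material: bacterial strain in a whole-cell growth screen; Amount: inoculum from a 1:1000 dilution of a 1.5 h subculture; Buffer or medium: LB plus kanamycin 50 µg/mL; Dosing: one dose, 10 µM final; Times: compound exposure of 20 h at 37 °C; Measured by: absorbance at 615 nm as a measure of bacterial growth.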
# * hit, by the source's call. These rows are one share of the data (hit frequency here may not be typical).
SMILES,E coli WT inh
CCOc1ccccc1-c1nc2c([nH]1)c(=O)n(C)c(=O)n2C,-14.8
COc1cc(NC(=O)C2CC(c3cccc(OC)c3OC)=NO2)cc(OC)c1OC (stereo not drawn),7.4
CCOC(=O)c1nc(NCc2cccnc2)c2ccccc2n1,3.3
O=C(CSc1n[nH]c(=O)[nH]c1=O)c1ccccc1,0.1
C=CCn1c(CCNC(=O)c2cccs2)nnc1SCC(=O)Nc1cccc(C(C)=O)c1,-4.5
COc1ccc(C)cc1S(=O)(=O)NC1CCCCC1C (stereo not drawn),1.0
CCn1c(SC)nc2c(c1=O)SC(C)C2 (stereo not drawn),4.6
COc1cccc2cc(C(=O)N(C)C)c(=O)oc12,-14.3
CCOCCCNc1nc2ccccc2[nH]1,-11.4
Cc1onc(-c2c(F)cccc2Cl)c1C(=O)Nc1cccc(Cn2cccn2)c1,-27.7
CCOC(=O)C1CCN(Cc2ccc(F)cc2)CC1,-6.1
O=C1CCC(=O)N1CCC(c1ccc(F)cc1)c1ccco1 (stereo not drawn),-18.8

# Exported with each value named: entries from further up
> O=C(CSc1n[nH]c(=O)[nH]c1=O)c1ccccc1
  E coli WT inh = 0.1
> C=CCn1c(CCNC(=O)c2cccs2)nnc1SCC(=O)Nc1cccc(C(C)=O)c1
  E coli WT inh = -4.5
> COc1ccc(C)cc1S(=O)(=O)NC1CCCCC1C (stereo not drawn)
  E coli WT inh = 1.0

# (list continues)
SMILES,E coli WT inh
CCC(C)(C)NC(=O)C(OC(=O)c1ccco1)c1ccccc1OC (stereo not drawn),-2.3
O=C(Nn1cnnc1)c1csc2ccccc12,-26.6
CCN1C(=O)C(CC(=O)N2CCN(C(c3ccccc3)c3ccccc3)CC2)N(CC)C1=O (stereo not drawn),-18.1
COc1cc(NC(=O)c2nccnc2C(=O)O)cc(OC)c1,8.9
C=CCSC1=C(C#N)C(c2ccccc2C)CC(=O)N1 (stereo not drawn),5.8
CN(C)C(CNc1nnnn1-c1ccccc1)c1ccco1 (stereo not drawn),0.1
Cc1nnc(SCCCn2c(N3CCCCC3)nc3c2c(=O)[nH]c(=O)n3C)s1,-2.0
CCCCS(=O)(=O)Nc1ccc2ncn(C)c(=O)c2c1,-21.0
O=C(NCCCCNC(=O)C1CCCC1)C1CCCC1,0.1
O=C(Cn1ccc2ccccc2c1=O)NCCC(=O)N1CCN(C2CCCCC2)CC1,6.7
COc1cccc(S(=O)(=O)Nc2ccc(C(=O)N3CCN(C(=O)c4ccco4)CC3)cc2)c1,-0.3
O=C(NCCCN1CCCC1=O)Nc1ccc(Cl)cc1,3.4
O=C(NCCc1ccccc1)c1ncn[nH]1,-11.5
Cn1c(=N)c(S(=O)(=O)c2ccc(F)cc2)cc2c(=O)n3ccccc3nc21,-13.3
CCCCOC(=O)CSc1nc2c(c(=O)[nH]c(=O)n2C)n1C/C=C(\C)Cl,-15.1
Cc1ccc(C(=O)C2=C(O)C(=O)N(Cc3ccccc3)C2c2cccnc2)o1 (stereo not drawn),-10.1
COC(=O)c1ccc(Nc2nc(C)cc(=O)[nH]2)cc1,4.6
CCOC(=O)NC1(NCc2ccccc2)Oc2ccccc2O1,8.9
N#CC(C(=O)c1ccco1)c1ccccn1 (stereo not drawn),-7.2
COc1ccccc1NC(=O)c1oc2ccccc2c1NC(=O)c1cc(OC)c(OC)c(OC)c1,6.6
O=C1CC(c2cccc(Cl)c2)Cc2nc(N3CCN(c4ccccc4)CC3)ncc21 (stereo not drawn),-6.5
Clc1cccc(-c2nn3c(Cn4cnc5ccccc54)nnc3s2)c1,-2.3
CCCOc1ccc(NC(=O)C2CC(=O)N3CCCN=C3S2)cc1 (stereo not drawn),-24.1
CCCOc1cc(C)c(S(=O)(=O)NCCOC)cc1C,4.9
Cc1ccccc1S(=O)(=O)Cc1ccc(C(=O)NCc2cccnc2)o1,7.0
CCCC(=O)NC1C2CC3CC(C2)CC1C3 (stereo not drawn),-15.8
CC(C)N(Cc1nc(-c2ccc(Cl)cc2)no1)C(=O)CN(C)S(=O)(=O)c1ccc(Cl)cc1,1.7
CC(C)N1C(=O)c2ccc(C(=O)O)cc2C1=O,-20.9
Clc1ccccc1-c1nnn(Cc2ccc(-c3nn[nH]n3)cc2)n1,-10.4
Cc1cc(C)n2c(SCc3cccs3)nnc2n1,-22.6
CCCc1[nH]nc2c1C(c1ccc(OC)c(Cn3nc(C)c(Br)c3C)c1)C(C#N)=C(N)O2 (stereo not drawn),-26.5
Cc1ccc(C(=O)Nc2ccc(O)c(C(=O)O)c2)o1,5.2
CCc1ccccc1OCC(=O)NC1CCCC1,5.2
CCOC(=O)C1CCN(C(=O)Cn2cc(C(=O)c3ccco3)c3ccccc32)CC1,-15.7
Cc1ccc(N(C(=O)C2CCCC2)C2C=CS(=O)(=O)C2)cc1 (stereo not drawn),-18.9
O=C(Nc1ccncc1)c1cccc(F)c1,9.7
Cc1ccc(S(=O)(=O)Nc2nsc(N)n2)cc1,-20.9
CCOC(=O)C1=C(CSc2nncn2C)NC(=O)NC1c1cc(OCC)ccc1OCC (stereo not drawn),-10.4
O=S(=O)(NCC1CCCO1)c1ccc(S(=O)(=O)N2CCc3ccccc3C2)cc1 (stereo not drawn),-2.1
CCCc1c(O)nc(SCC(=O)NCCc2ccc(OC)c(OC)c2)[nH]c1=O,-2.4
NC(=O)C1CCN(CC(=O)Nc2ccccn2)CC1,-22.1
COc1ccc(C2=CC(=O)OC3(CCCCC3)O2)cc1,-7.6
C(=C\c1ccccc1)/CSc1nnc(-c2cccnc2)n1Cc1ccco1,-11.3
COc1ccc(CC(=O)N2CCOCC2)cc1OC,-2.0
CCNCCNC(=O)c1c(O)c2ccccc2n(CC)c1=O,-2.2
CCOC(=O)C1CCN(c2c(NCCN3CCN(c4ccccc4)CC3)c(=O)c2=O)CC1,5.8
O=C(NCCSc1ccccc1)c1ccccc1,-8.6
CCN(CC)c1ccc(NC(=O)c2cccc(C)c2OC)c(C)c1,-8.9

# Ordered by molecular weight (largest number first): six of the compounds above.
SMILES,E coli WT inh
CCOC(=O)C1CCN(c2c(NCCN3CCN(c4ccccc4)CC3)c(=O)c2=O)CC1,5.8
O=S(=O)(NCC1CCCO1)c1ccc(S(=O)(=O)N2CCc3ccccc3C2)cc1 (stereo not drawn),-2.1
CCN(CC)c1ccc(NC(=O)c2cccc(C)c2OC)c(C)c1,-8.9
CCNCCNC(=O)c1c(O)c2ccccc2n(CC)c1=O,-2.2
COc1ccc(CC(=O)N2CCOCC2)cc1OC,-2.0
NC(=O)C1CCN(CC(=O)Nc2ccccn2)CC1,-22.1

# (next part)
SMILES,E coli WT inh
C=C(C)CSc1nc(N)c(C#N)c(-c2ccc(C)cc2)c1C#N,-3.2
O=C(c1nc2ncccn2n1)N1CCN(c2ccccc2)CC1,-17.1
CC(=O)Nc1ccc(Oc2ccc3nc(C)[nH]c3c2)cc1,-2.8
CN(C)C(=O)CSc1nnc([C@H](Cc2c[nH]c3ccccc23)NC(=O)OC(C)(C)C)o1,-2.6
COc1ccc(-c2nnc(SCC(=O)Nc3cc(C)on3)n2C)cc1OC,-2.5
Cn1c(-c2ccc(C(=O)c3ccccc3)s2)nc2ccccc21,1.9
Cc1ccnc(NS(=O)(=O)c2ccc(N=CC3=C(O)CC(C)(C)CC3=O)cc2)n1,9.3
O=C(c1ccco1)N1CCN(C(=O)c2cnn3c2NC(c2cccs2)CC3C(F)(F)F)CC1 (stereo not drawn),5.2
CC(=O)CC(=O)Nc1ccccc1NC(C)=O,-2.3
NC(=O)c1cccc(S(=O)(=O)N2CCCCC2)c1,-5.2
COCC(C)NC(=O)CCS(=O)(=O)c1nc(-c2ccc(OC)cc2)cc(C(F)(F)F)n1 (stereo not drawn),-3.3
Cc1ccccc1C(=O)Nc1ccc(Br)c(C)n1,-16.3
O=C(NCc1ccc2c(c1)OCO2)c1cccc(S(=O)(=O)N2CCCCC2)c1,6.3
COc1ccc(Cc2nc(-c3ccc(Cl)cc3)no2)cc1,-12.7
COc1cc(C(=O)O)cc(Br)c1OC1CCCC1,-23.1
Cc1nnc2n(-c3ccccc3)c(=O)c3c4c(sc3n12)CCCC4,-4.1
CCCCOc1ccccc1C1C(C(N)=O)=C(C)Nc2nnnn21 (stereo not drawn),-8.2
CCc1ccc(CNCc2cccnc2)cc1,6.2
CCOc1ccccc1N(C(=O)Cn1nnnc1-c1ccc(C)o1)C(CC)C(=O)NC(C)(C)C (stereo not drawn),-3.7
CCOc1ccc(-c2cc(CCCC(=O)N3CCN(c4ccc(OC)cc4)CC3)no2)cc1,9.3
CSc1nc2c(ccc3ccccc32)o1,9.2
COc1ccc2nc(SCc3cnc(C)nc3N)[nH]c2c1,-16.1
CC(=O)C1=C(C)NC(SCSc2ccccc2)=C(C#N)C1c1cccnc1 (stereo not drawn),4.7
O=C(NCCCCC(NC(=O)C1CCCCC1)C(=O)O)c1ccccc1 (stereo not drawn),-14.8

# Five entries picked at random from the list so far:
SMILES,E coli WT inh
O=C(NCCCCC(NC(=O)C1CCCCC1)C(=O)O)c1ccccc1 (stereo not drawn),-14.8
O=C(NCc1ccc2c(c1)OCO2)c1cccc(S(=O)(=O)N2CCCCC2)c1,6.3
COc1cc(C(=O)O)cc(Br)c1OC1CCCC1,-23.1
CCCCOc1ccccc1C1C(C(N)=O)=C(C)Nc2nnnn21 (stereo not drawn),-8.2
CSc1nc2c(ccc3ccccc32)o1,9.2

# Following part:
SMILES,E coli WT inh
Cc1cc(C)n2nc(SCC(=O)N(C)c3ccccc3)nc2n1,-5.2
COc1cccc(-c2nc(CSCC(=O)N3CCc4ccccc43)c(C)o2)c1,-0.6
COc1ccc(-c2nc(C(N)=O)c3[nH]c(=O)n(-c4cccc(Cl)c4)c3n2)cc1OC,2.5
CCOC(=O)Cc1csc(NC(=O)c2ccc(C)o2)n1,2.8
CC(C)c1ccc(CNc2ccc(N3CCOCC3)cc2)cc1,-3.3
CC(=O)C1=C(C)NC(=O)NC1c1ccc(OC2CCCC2)cc1 (stereo not drawn),-11.9
O=C(NCCCNC(=O)c1ccccn1)c1ccccn1,-1.5
O=C(NC1CCN(Cc2ccccc2)CC1)C1CCN(S(=O)(=O)c2cccc3cccnc23)CC1,6.3
Cc1cc(NS(=O)(=O)c2ccc(NC(=O)C(C)Oc3ccc4c(C)cc(=O)oc4c3)cc2)no1 (stereo not drawn),-18.0
COC(=O)Cn1cnc2sc(C)c(S(=O)(=O)N3CCC(C)CC3)c2c1=O,1.6
COc1ccc(OC)c(NC(=O)C2CCN(S(C)(=O)=O)CC2)c1,-12.3
CC1=C(C(=O)NCc2ccccn2)C2(CCC(C)CC2)OC1=O (stereo not drawn),5.4
Cc1ccc2nc(/C(C#N)=N/O)[nH]c2c1,-3.3
N#CC1=C(SCC(=O)NC2CCCCC2)NC(=O)CC1c1ccco1 (stereo not drawn),-4.0
Cc1ccc(-n2ncc3c(N4CCN(c5ccc(F)cc5)CC4)ncnc32)c(C)c1,1.0
CCN(CC)C(=O)Oc1ccc(NC(C)=O)cc1,9.8
N#CCCSCc1ccc2oc(C(=O)O)cc2c1,-28.8
c1ccc(Cn2c(-c3cccs3)nc3nc4ccccc4nc32)cc1,-6.4
Cc1cc(C)c(S(=O)(=O)N(C)CC(=O)N2CCCCC2)c(C)c1,-16.5
COc1cc(NS(=O)(=O)c2ccc(NC(=O)COc3ccccc3Cl)cc2)nc(OC)n1,-10.5
COc1ccc(Cl)cc1NC(=O)CN(c1ccccc1)S(=O)(=O)N(C)C,-22.8
O=C(CCc1nc2ccccc2[nH]1)Nc1ccc2c(c1)OCO2,11.2
Cc1ccc(NC(=O)c2cnccn2)c(OC(F)F)c1,-22.1
CCC(C)NC(=O)C1c2cc(OC)c(OC)cc2C(=O)N(C)C1c1ccc(OC)cc1 (stereo not drawn),-4.2
COc1ccccc1Nc1nc(C)cc(C)c1C(N)=O,-21.8
C=CCn1c(CNC(=O)c2ccccc2C)nnc1SCC(=O)NC1CCCC1,-19.4
CC(=O)Nc1nc2ccccc2n1CCN1CCOCC1,-22.3
Cc1ccc(NC(=O)CSc2n[nH]c(-c3ccncc3)n2)cc1C,-27.5
CCCc1ccc(OCc2ccc(C(=O)N3CCN(c4ccccn4)CC3)o2)c(OC)c1,-7.0
CCN(CC)CCCN1C(=O)C(=O)/C(=C(/O)c2ccc3c(c2)OCCO3)C1c1ccco1 (stereo not drawn),-20.7
COc1ccc(NC(=O)c2oc3ccc(S(=O)(=O)N4CCC5(CC4)OCCO5)cc3c2C)cc1,6.7
Cc1cc2n(n1)C(c1ccccc1)Nc1ccccc1-2 (stereo not drawn),7.2
CCCc1cc(=O)[nH]c(SCC(=O)N2CCN(c3ccc(F)cc3)CC2)n1,-15.8
CN(CC(=O)NCCC1=CCCCC1)S(=O)(=O)c1ccc2c(c1)CCC(=O)N2,11.1
CC1(C)CC(=O)c2cnn(-c3nc4ccccc4[nH]3)c2C1,-7.8
CC1(C)Cc2ccccc2-c2nnc(-c3cccc(O)c3)n21,4.7
Cn1c(=O)n(CC(=O)OCc2ccccc2)c(=O)c2c1nc1n2CCCN1C1CCCCC1,-3.4
Cc1ccccc1NC(=O)CC1SCCNC1=O (stereo not drawn),-16.4
Cn1c(SCC(N)=O)nnc1C1CCN(C(=O)NCc2ccccc2)CC1,-5.9
COc1ccccc1C1CC(=O)Nc2cc3c(cc21)OCCO3 (stereo not drawn),2.0
CS(=O)(=O)N1CCCC(C(=O)NCCCN2CCc3ccccc3C2)C1 (stereo not drawn),9.4
Cc1cc(SCC(N)=O)nc(SCC(=O)c2ccccc2)n1,-3.1
Cc1ccc(C)c(-n2c(CNC(=O)c3ccco3)nnc2SCC(=O)Nc2nnc(C)s2)c1,0.1
Cc1ccc(NC(=O)C2CCCN(S(=O)(=O)c3cnc[nH]3)C2)c(Br)c1 (stereo not drawn),3.1
Cc1cccc(-c2c3c(=O)n(C)c(=O)n(C)c3cn2-c2ccc(O)cc2)c1,7.9

# Bioassay records: PubChem, SRMLSC
